LRH-1 inv ag – NR5A2 inverse agonism in reporter assay; O00482; HEK293T StAR-luciferase reporter, LRH-1 transfected, 24 h; inhibition, % at 3.6 µM; hit rate 0.13% among 360,000;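 active = inhibition above the mean inhibition of all tested compounds plus 3 SD, cut at about 73% in these data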;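 also: 0% = DMSO wells and 100% = reporter-only cells lacking LRH-1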
NCOA3 inh – human NCOA3 inhibition; Q9Y6Q9; HEK293 GAL4-SRC3 luciferase reporter, luminescence; inhibition, % at 3.6 µM; hit rate 0.17% among 360,000;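 active = inhibition above a per-campaign cutoff, the mean of all compounds plus 3 SD, cut at about 60% in these data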;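 also: 0% = DMSO-treated cells and 100% = gossypol-treated cells at 36 µM; higher means less SRC3-driven luciferase light from the GAL4 reporter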
SRC1 inh – inhibits human SRC1 coactivator. Q15788. HEK293 GAL4-SRC1 luciferase reporter, luminescence. inhibition, % at 3.6 µM. hit rate 0.12% among 360,000. AID 588354;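 active = inhibition above the campaign mean plus 3 SD, with each screening campaign given its own cutoff, cut at about 60% in these data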;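 also: 0% = DMSO treated cells and 100% = gossypol at 36 µM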
Target sequence (Q15788 whole entry, looked up, the tested form may be a part): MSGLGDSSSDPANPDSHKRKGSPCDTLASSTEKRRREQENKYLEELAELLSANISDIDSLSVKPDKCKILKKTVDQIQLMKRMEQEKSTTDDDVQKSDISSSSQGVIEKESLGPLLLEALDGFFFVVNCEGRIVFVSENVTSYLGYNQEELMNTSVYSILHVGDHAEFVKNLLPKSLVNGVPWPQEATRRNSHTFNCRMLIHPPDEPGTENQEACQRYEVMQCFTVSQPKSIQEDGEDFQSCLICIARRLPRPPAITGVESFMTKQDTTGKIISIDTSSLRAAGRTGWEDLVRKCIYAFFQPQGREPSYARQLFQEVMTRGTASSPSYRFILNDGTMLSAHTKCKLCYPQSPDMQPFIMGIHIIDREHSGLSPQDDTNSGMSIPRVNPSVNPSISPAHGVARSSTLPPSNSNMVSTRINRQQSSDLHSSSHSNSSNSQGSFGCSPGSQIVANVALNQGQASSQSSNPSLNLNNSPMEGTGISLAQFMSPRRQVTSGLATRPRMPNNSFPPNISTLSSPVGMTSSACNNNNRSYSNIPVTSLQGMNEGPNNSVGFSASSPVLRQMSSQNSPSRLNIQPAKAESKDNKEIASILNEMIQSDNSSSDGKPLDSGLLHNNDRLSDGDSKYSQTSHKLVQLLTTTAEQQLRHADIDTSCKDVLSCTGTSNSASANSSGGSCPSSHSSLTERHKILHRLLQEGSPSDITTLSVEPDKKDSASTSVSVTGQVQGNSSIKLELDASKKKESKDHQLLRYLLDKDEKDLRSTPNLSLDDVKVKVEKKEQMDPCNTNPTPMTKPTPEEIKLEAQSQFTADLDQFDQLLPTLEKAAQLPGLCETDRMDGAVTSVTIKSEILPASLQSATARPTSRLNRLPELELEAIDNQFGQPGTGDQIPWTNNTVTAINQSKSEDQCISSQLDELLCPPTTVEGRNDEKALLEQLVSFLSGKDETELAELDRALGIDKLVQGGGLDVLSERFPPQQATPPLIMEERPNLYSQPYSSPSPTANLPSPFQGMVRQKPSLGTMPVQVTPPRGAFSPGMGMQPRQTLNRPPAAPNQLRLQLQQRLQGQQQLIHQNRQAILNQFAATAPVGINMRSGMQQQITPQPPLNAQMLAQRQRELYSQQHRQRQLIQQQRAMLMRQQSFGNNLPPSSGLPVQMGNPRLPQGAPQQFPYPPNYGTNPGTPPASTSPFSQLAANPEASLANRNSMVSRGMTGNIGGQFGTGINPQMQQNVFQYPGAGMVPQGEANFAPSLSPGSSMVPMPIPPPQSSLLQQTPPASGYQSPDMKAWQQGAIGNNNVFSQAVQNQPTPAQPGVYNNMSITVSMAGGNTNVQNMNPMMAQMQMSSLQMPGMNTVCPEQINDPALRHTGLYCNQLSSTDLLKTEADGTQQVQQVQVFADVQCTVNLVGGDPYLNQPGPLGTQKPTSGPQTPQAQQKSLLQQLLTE
COUP-TFII inh – NR2F2 (human) inhibition, primary screen; P24468; HEK293T NGFI-A luciferase reporter, luminescence; inhibition, % at 8.6 µM; hit rate 0.7% among 370,000; AID 686940;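 active = inhibition above a per-plate cutoff, mean inhibition of test wells between control levels plus 3 SD, cut at about 38% in these data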;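 also: cells cotransfected with COUP-TFII expression vector driving the NGFI-A reporter; 0% = median of COUP-TF2 test wells and 100% = reporter-only cells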
TWEAK-Fn14 inh – blocks TWEAK-Fn14 interaction in a reporter cell assay | hit rate 2% among 360,000 | AID 1159606 | inhibition, % at 10 µM | TWEAK-stimulated Fn14 reporter cells, luciferase luminescence, 8 h; in the data active = inhibition above about 50%
KKLEB tox – counter-screen for CF NF-kB inhibitors: cytotoxicity; KKLEB CF airway cells viability, ATPlite luminescence, overnight; hits give low values; cells stimulated with P. aeruginosa culture filtrate; activity change (cytotoxicity), % at 5 µM; hit rate 0.36% among 360,000; AID 602141;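 active = corrected activity change at or below -50% at 5 µM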
TROY NFkB inh – TROY signaling inhibition; inhibition, % at 10 µM; hit rate 0.98% among 360,000; Q293 LMP1-TROYcd NF-kB luciferase reporter, 4 h;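 active = compounds whose plate-normalised and pattern-corrected inhibition of the luciferase reporter signal at the single screening dose is 50% or more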
EBV LMP1 NFkB – reduces LMP1-driven NF-kappaB luciferase signal; hit rate 0.69% among 350,000; inhibition, % at 12.5 µM; LMP1-induced NF-kappaB luciferase reporter cells, luminescence; in the data active = inhibition above about 41%;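 also: 0% = neutral control wells and 100% = reference inhibitor control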
Shn3 inh set2 – reduces Shn3 3'UTR luciferase signal in osteoblasts | Clone20 osteoblast Shn3 3'UTR firefly luciferase, 24 h | inhibition, % at 12.5 µM | hit rate 0.52% among 360,000 | AID 588674;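 active = mean inhibition of at least 75% with every replicate also reaching 75%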;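 also: 0% = median of neutral control wells and 100% = pilot-screen positive control compound; some compounds past the cut are filed as inactive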
CF NFkB block – blocks PAF-induced NF-kB reporter in cystic fibrosis cells | KKLEB NF-kB-GFP reporter, GFP fluorescence overnight | inhibition, % at 5 µM | hit rate 0.86% among 360,000;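 active = at least 50% inhibition at 5 µM, scaled per plate between neutral and stimulator controls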;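 also: PAF is a Pseudomonas aeruginosa culture filtrate used as stimulus; plate controls were PAF-stimulated DMSO wells for no effect and unstimulated DMSO wells for full effect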
TRAIL sens C8 – sensitizes caspase-8 expressing cells to TRAIL; hit rate 1% among 360,000; inhibition (viability loss, TRAIL sensitization), % at 10 µM; NB7+C8 cells + TRAIL, ATPlite viability luminescence; AID 624354;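 active = compounds causing at least 50% loss of cell viability in the single-dose screen, relative to plate controls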
Active calls of the source: *; x = no result given. These rows are one share of the data; count on the stated rates, not on these rows.

SMILES	LRH-1 inv ag	NCOA3 inh	SRC1 inh	COUP-TFII inh	TWEAK-Fn14 inh	KKLEB tox	TROY NFkB inh	EBV LMP1 NFkB	Shn3 inh set2	CF NFkB block	TRAIL sens C8
O=C(Nc1ccccc1OC(F)F)c1ccc(S(=O)(=O)N2CCCC2)cc1	12.9	13.6	-3.3	-6.4	-5.7	5.5	-12.6	1.8	9.5	11.4	0.3
O=C(Nc1ccc(F)cc1)Nc1cccnc1Cl	-36.7	-50.5	-23.7	-22.4	20.1	-1.1	-28.4	2.2	38.7	9.0	2.4
CC(=O)N1CCN(C(=O)COc2ccccc2C(=O)Nc2ccccc2)CC1	6.0	-4.0	-9.1	15.2	-13.4	8.9	-42.4	-5.2	-9.3	-23.7	-0.3
COC(=O)C1C2C=CC(C3CC23)C1C(=O)OCC(=O)c1ccccc1 (stereo unspecified)	-2.8	-1.6	3.7	-29.8	3.4	-26.4	5.5	-4.4	-5.1	15.7	-9.8
Nc1c(S(=O)(=O)c2cccs2)c2nc3ccccc3nc2n1Cc1cccs1	-14.8	-4.3	-0.2	-5.2	24.5	-15.0	69.8*	-30.0	7.2	21.6	-6.6
Nc1c(C(=O)c2ccccc2)sc2nsc(SCCN3CCOCC3)c12	1.5	-11.5	-65.3	-0.9	13.6	-12.0	7.6	x	-40.9	2.8	-5.8
Cc1ccccc1CCNC(=O)CCn1ccc2cc(S(=O)(=O)N3CCCC3)ccc21	11.3	5.3	2.2	4.8	-1.4	4.4	-21.3	-1.2	18.7	7.2	0.5
Cc1ccccc1Sc1ccc([N+](=O)[O-])cn1	37.5	3.6	-2.4	-6.5	-2.1	6.8	-8.2	2.6	-6.8	-15.7	-11.1
CCc1c(C)c(C#N)c2nc3ccccc3n2c1NCCOC	4.5	2.5	17.6	-1.8	18.1	-7.9	30.9	-6.8	-11.9	-4.4	0.9
CCCC(CCC(=O)Nc1ccc(C(=O)OCC)cc1)C(=O)O (stereo unspecified)	2.5	-3.4	-10.8	6.7	0.1	-4.1	5.5	-3.8	-13.1	-2.0	-8.4
COc1cccc(-c2cc(C(=O)Nc3ccncc3)c3ccccc3n2)c1	41.7	12.7	-23.9	-6.1	88.9*	7.2	3.5	-0.3	4.7	-35.4	4.5
CC(=O)c1cccc(NC(=O)c2cccc3c(-c4cccc(C(N)=O)c4)coc23)c1	32.1	11.0	15.3	32.1	83.3*	-8.0	63.8*	x	-2.1	-70.3	38.8
COc1ccccc1C(NC(=O)C1CCCCC1)c1c(O)ccc2ccccc12 (stereo unspecified)	-4.6	32.3	-10.5	-1.1	7.0	-0.7	18.8	-3.2	16.6	-1.7	-6.1
Cc1cc(=O)[nH]c(N/N=C/c2cn(CCC#N)nc2-c2ccccc2)n1	16.8	13.1	-13.9	3.5	4.1	4.8	-16.7	0.3	-8.9	-6.7	-1.9
O=C(NCC(=O)N1CC=C(c2ccccc2)CC1)c1ccccc1Br	3.1	-16.1	-10.9	-5.9	-2.6	21.3	3.2	6.0	11.9	0.5	25.6
COc1ccc(/C=C/C(=O)OCC(=O)NCCC2=CCCCC2)cc1S(=O)(=O)N1CCOCC1	-18.1	11.9	3.9	1.1	-3.9	-2.1	-1.9	-0.7	-5.2	5.7	-19.5
COc1cccc(C(=O)NCCS(=O)(=O)N2CCCCC2)c1	9.6	3.9	-5.0	20.2	14.4	4.1	8.0	-2.6	-9.6	1.9	10.5
Cc1cc(OCC(=O)NNC(=O)c2cnccn2)cc(C)c1Cl	-11.7	7.5	3.4	6.2	-8.4	-15.8	-13.3	8.0	32.0	2.3	-1.3
COc1ccc(C2(O)C(=O)Nc3ccc(C)cc32)cc1 (stereo unspecified)	11.4	-0.2	7.6	4.5	14.2	8.2	22.5	-1.0	-3.5	2.3	2.6
Cc1nc(C(=O)N2CCc3c([nH]c4ccccc34)C2c2ccccn2)cs1 (stereo unspecified)	7.5	12.7	-10.3	2.9	11.1	4.9	3.6	-6.7	-0.2	-10.7	-3.6
O=C(N/N=C/c1cccc2nccnc12)c1ccccc1O	-8.2	6.0	0.2	-14.0	-27.8	-3.9	-21.5	5.3	44.7	21.3	6.5
COc1ccc(Cc2c[nH]c(=O)[nH]c2=O)cc1	-9.6	22.2	-4.3	-5.0	-15.9	-13.8	0.5	-7.5	-13.5	8.6	-18.9
O=C(CSc1nc(O)cc(=O)n1-c1ccccc1)c1ccc(Br)cc1	-20.5	-4.9	-9.2	0.5	9.1	2.2	-13.5	-6.9	-2.2	-18.6	-9.0
Cc1ccccc1-c1cc(C(=O)NCc2ccco2)n(CC2CC(c3cccnc3)=NO2)n1 (stereo unspecified)	21.0	20.7	6.0	-3.4	-10.9	3.9	-7.5	1.4	6.9	8.2	17.1
COc1ccc(Cl)c(Cn2c(NCc3ccccn3)nc3c2c(=O)n(C)c(=O)n3C)c1	-12.8	-7.2	-2.8	-7.7	2.1	4.9	8.6	4.2	46.3	4.4	-12.0
CCc1ccc(CNC(=O)C2CCCN(S(=O)(=O)N(CC)c3ccccc3)C2)cc1 (stereo unspecified)	-4.6	4.3	28.0	1.9	-6.4	14.2	-7.5	-11.8	17.7	-1.5	6.2
CCOC(=O)N1CCN(C(=O)CC(C(=O)N2CCc3ccccc32)n2ccnc2)CC1 (stereo unspecified)	14.1	12.7	4.4	1.6	11.7	-4.8	3.8	4.2	15.3	20.5	6.1
O=c1ccc2c(ccc3ncccc32)o1	22.1	27.5	24.7	3.7	5.7	4.0	14.7	13.0	3.1	12.6	-1.8
Cc1ccccc1CN1CCCOCCS1(=O)=O	-0.9	3.7	-2.6	6.8	3.2	-7.4	-9.3	-12.7	-82.5	13.6	-17.4
O=c1c(-c2ccccc2)c(O)c2ccccc2n1-c1ccccc1	-5.0	-6.9	6.0	16.2	-5.5	9.7	5.0	0.3	-22.5	-7.9	13.4

The list goes on, starting with the last 2 of the part before.
SMILES	LRH-1 inv ag	NCOA3 inh	SRC1 inh	COUP-TFII inh	TWEAK-Fn14 inh	KKLEB tox	TROY NFkB inh	EBV LMP1 NFkB	Shn3 inh set2	CF NFkB block	TRAIL sens C8
Cc1ccccc1CN1CCCOCCS1(=O)=O	-0.9	3.7	-2.6	6.8	3.2	-7.4	-9.3	-12.7	-82.5	13.6	-17.4
O=c1c(-c2ccccc2)c(O)c2ccccc2n1-c1ccccc1	-5.0	-6.9	6.0	16.2	-5.5	9.7	5.0	0.3	-22.5	-7.9	13.4
CCCCN(C(=O)CSc1cc(C)c2ccccc2n1)c1c(N)n(Cc2ccccc2)c(=O)[nH]c1=O	16.4	1.8	2.0	7.9	16.7	-5.5	7.9	1.3	-38.1	10.7	1.0
COc1cccc(N2CC(=O)Nc3c(oc4nc(-c5ccccc5)cc(C)c34)C2=O)c1	8.0	19.4	-2.2	8.6	40.6	-4.9	70.9*	-47.8	-0.2	1.4	2.1
COc1ccc(N2C(=O)CC(Nc3ccc(N4CCOCC4)cc3)C2=O)c(OC)c1 (stereo unspecified)	-5.3	16.2	-0.9	3.7	10.8	3.7	3.9	11.1	2.7	7.5	-2.7
COC(=O)[C@@H](CC(C)C)N(Cc1ccccc1)S(=O)(=O)N(Cc1ccccc1)[C@@H](CC(C)C)C(=O)OC	18.6	13.3	4.8	-5.7	-13.1	-22.4	-1.3	8.9	10.2	30.3	33.6
COC(=O)C1CN(C(=O)C(C)Oc2ccccc2F)c2ccccc2O1 (stereo unspecified)	20.1	15.8	3.4	-0.4	17.2	-11.6	-17.9	-2.6	11.8	13.8	-1.9
Cc1c(C(=O)N2CCCC2(C)C(=O)NCC(C)C)oc2ccccc12 (stereo unspecified)	-0.7	-17.1	-5.6	12.8	-7.0	-13.7	12.7	x	-3.9	1.0	-19.2
Cc1cccc(-n2c(O)c(C=Nc3ccc(O)cc3)c3ccccc3c2=O)n1	12.9	19.3	11.5	-24.0	-5.4	-7.0	-20.3	-0.3	-5.5	-27.7	-0.3
O=C(c1ccc(Cl)cc1)C(CN1CCCCC1)c1ccccc1 (stereo unspecified)	6.7	-3.4	3.1	-7.4	10.5	-16.8	-8.0	-1.7	40.7	10.9	19.5
O=C(c1cccnc1)N1CCCc2ccccc21	-0.9	-2.7	-18.8	6.9	1.4	9.3	9.4	-5.3	11.5	11.2	2.3
COc1ccc(C)cc1S(=O)(=O)N(C)CC(=O)NCc1ccco1	-5.5	1.2	-27.7	8.3	-2.6	1.1	-1.6	3.7	2.6	12.6	-18.3
Cc1ccc(-c2cc(C(=O)N3CCN(c4ccccc4O)CC3)c3ccccc3n2)o1	-11.1	-34.5	-17.1	-25.3	0.0	-17.0	-35.3	6.9	-40.8	9.4	64.8*
CCOCCCn1c(C)nc2c(c1=O)c1nc3ccccc3nc1n2CCC1=CCCCC1	4.0	9.6	3.2	-3.2	16.4	-2.6	-25.2	0.5	36.3	4.2	-3.2
CCN(CC)C(=O)c1sc(NC(=S)N2CCN(C(=O)C3CCCO3)CC2)c(C(=O)OC)c1C (stereo unspecified)	1.8	-14.2	-0.4	28.4	5.4	5.5	-12.1	2.0	5.6	-15.6	-3.6
Cc1c(C)n(C)c2ccc(C(=O)N3CCN(c4ccccn4)CC3)cc12	2.2	13.8	-16.1	17.5	10.1	2.5	1.6	-4.5	13.8	5.7	-37.8
COc1ccc(N(CC(=O)NCCSc2ccccc2)S(C)(=O)=O)cc1	-1.7	-23.0	-11.6	-7.5	-17.3	-13.4	-3.5	2.1	-10.0	-19.6	-3.7
CCOc1ccc(C(=O)Nn2cnnc2)cc1	4.9	-5.8	-3.1	-0.5	-0.3	1.6	1.8	-0.4	2.5	8.3	2.1
O=C(CCCn1cc([N+](=O)[O-])cn1)Nc1ccc2c(c1)OCO2	-10.8	-4.0	0.8	9.8	3.2	2.6	7.5	-8.1	-18.0	9.8	-2.6
COc1ccc(Cl)cc1NC(=O)c1oc(C)nc1C	11.9	7.0	1.7	12.4	4.7	6.2	4.1	1.8	-0.3	6.1	-4.0
Cn1c(=O)c2c(SCC(=O)Nc3ccc4c(c3)OCCO4)nc(CC(C)(C)C)nc2n(C)c1=O	15.7	-2.3	15.7	7.4	6.8	2.8	3.8	21.8	13.5	39.0	32.7
Cn1nc(C(=O)Nc2cc(Cl)ccc2N2CCCC2)c2ccccc2c1=O	19.1	1.8	-4.1	-8.8	-44.1	-0.1	-28.4	-3.5	-7.2	2.7	11.9
CC(=O)c1sc(NC(=O)CCOc2ccccc2)nc1C	-14.0	4.8	-67.7	2.8	12.7	-11.4	-39.4	-0.3	-23.0	12.6	0.9
Cc1c(C(=O)OCC(=O)NCC2CCCO2)cccc1[N+](=O)[O-] (stereo unspecified)	-1.1	7.7	6.9	1.7	2.9	1.3	1.7	8.1	14.3	-7.5	-3.0
O=c1ccc(C(F)(F)F)cn1Cc1cc(=O)n2cc(Br)ccc2n1	-25.3	2.1	-5.6	-16.1	8.7	-4.2	12.7	1.4	10.8	-0.6	0.1
CSc1cc(C)n(-c2ccccc2C)c(=S)c1C(C)=O	-14.7	-24.7	-13.2	-0.1	-19.4	6.7	-6.5	-0.5	11.1	0.9	-4.3

Screens from PubChem BioAssay.
